Hsp70 inhibitors: small molecules displacing fluorescent ligand from Hsp70 – biochemical, fluorescence polarization, primary screen (AID 583). 140,000 tested, 0.06% active. Hsp70 fluorescence polarization probe displacement, mP; higher % means a stronger effect. displacement, % at 20 µM; hits with a dose series show IC50 in µM; in the data active = displacement above about 50%;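 also: plate controls were vehicle for no effect and reference ligand for full effect; a part of the inactive calls stands beside numbers as strong as those of hits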
Rat MKP-3 inhibitors: inhibition of rat DUSP6 enzyme activity – biochemical, in vitro, primary screen (AID 425); recombinant MKP-3 phosphatase activity, fluorescence; higher % means a stronger effect; 110,000 tested, 0.17% active; inhibition, % at 20 µM; hits with a dose series show IC50 in µM; in the data active = inhibition above about 50%;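 also: plate controls were vehicle for no effect and reference inhibitor for full effect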
* hit, by the source's call; x = no result given; & = joins results of further samples. These rows are one share of the data; rates above refer to the full screens.

SMILES | Hsp70 inhibitors | Rat MKP-3 inhibitors
O=C(NCC1CCCO1)c1cc(-c2ccccc2)nc2ccccc12 (stereo not given) | -4.0% | 3%
COc1ccc(OC)c(NC(=O)CN2C(=O)C3(OCCCO3)c3ccccc32)c1 | 0.0% | 7%
CCOc1ccc(-c2nnn(CC(=O)NCc3ccco3)n2)cc1OCC | 0.4% | x
Cc1ccc(NC(=O)NC2CCN(S(=O)(=O)c3ccc(F)cc3)CC2)cc1 | -0.3% | x
COP(C)(=O)c1c(C)nn(-c2ccccc2)c1C (stereo not given) | 4.7% | 6%
C=C(Br)Cn1c(CCCC)nc2ccccc21 | 0.7% | 16%
CCc1ccc(NC(=O)C2CC(=O)N(C(C)C)C2)cc1 (stereo not given) | 4.1% | 5%
CC(=O)c1c(C(C)=O)c(C)n(-c2nc(-c3ccccc3)c(C)s2)c1C | 9.1% | 11%
CCN(CC)c1ccc(NC(=O)C(C)C)cc1 | 3.9% | -8%
COc1ccc(NC(=O)CCCSc2nc(-c3ccco3)cc(C(F)(F)F)n2)cc1OC | -0.8% | x
Cc1ccc(CSCCNC(=O)CN(c2cccc([N+](=O)[O-])c2)S(=O)(=O)c2ccccc2)cc1 | 0.2% | -2%
COc1ccc(Cn2c(O)cc(=O)[nH]c2=O)cc1 | -4.8% | -5%
CCOc1ccc(/C(O)=C2/C(=O)C(=O)N(CCOCCO)C2c2ccccn2)cc1 (stereo not given) | 1.1% | 1%
C=CCN(c1ccccc1C(=O)O)S(=O)(=O)c1ccc(NC(=O)OC)cc1 | -2.8% | 1%
O=c1[nH]c(C(F)(F)F)nc2ccccc12 | -4.6% | -5%
O=C(NCc1ccc2c(c1)OCO2)C1CC(c2ccccc2O)=NO1 (stereo not given) | 4.1% | x
O=C(CSc1nnc(Cc2ccccc2)o1)N1CCOCC1 | -0.5% | 4%
COc1cc(C2CC(=O)N3CN(Cc4ccco4)CSC3=C2C#N)ccc1OCc1ccccc1 (stereo not given) | 2.5% | -7%
Cn1c(-c2cccs2)nc2c3ccccc3c3ccccc3c21 | -0.7% | 0%
CC1CCCCC1NC(=O)CSc1nnnn1-c1ccccc1 (stereo not given) | 0.5% | 9%

An excerpt of these results, field by field:
> C=CCN(c1ccccc1C(=O)O)S(=O)(=O)c1ccc(NC(=O)OC)cc1
  Hsp70 inhibitors: -2.8%; Rat MKP-3 inhibitors: 1%
> Cn1c(-c2cccs2)nc2c3ccccc3c3ccccc3c21
  Hsp70 inhibitors: -0.7%; Rat MKP-3 inhibitors: 0%
> CC1CCCCC1NC(=O)CSc1nnnn1-c1ccccc1 (stereo not given)
  Hsp70 inhibitors: 0.5%; Rat MKP-3 inhibitors: 9%

Going on with the list.
SMILES | Hsp70 inhibitors | Rat MKP-3 inhibitors
CCOC(=O)C1CCN(Cc2ccc(Cl)c(Cl)c2)CC1 | -1.2% | x
NC1=NC(=O)C(CC(=O)Nc2ccc([N+](=O)[O-])cc2)S1 (stereo not given) | 1.5% | -2%
O=C(CN(Cc1cccs1)C(=O)CNS(=O)(=O)c1ccccc1)NCc1ccco1 | 3.4% | -12%
COCC(=O)Nc1nc(-c2ccccc2)c(C)s1 | -1.9% | -14%
COc1ccc(N(CC(=O)NCc2ccccc2)S(C)(=O)=O)cc1 | -4.2% | -1%
CCn1ccc(C(=O)Nc2ccc(N(C)C(C)=O)cc2)n1 | 3.4% | -11%
Cc1ccc(-c2noc(CN3C(C)CCCC3C)n2)cc1 (stereo not given) | -4.8% | 2%
Cn1c(SCC(=O)NC2CCCC2)nnc1-c1ccc(S(=O)(=O)N2CCOCC2)cc1 | 4.9% | -6%
Cc1oc2c(C)c3oc(=O)c4c(c3cc2c1C)CCCC4 | 10% | -6%
O=C(Nc1cccc2ccccc12)C1(c2ccccc2)CC1(Cl)Cl (stereo not given) | -3.5% | 3%

An excerpt from above in order of their number in Rat MKP-3 inhibitors, smallest number first.
SMILES | Hsp70 inhibitors | Rat MKP-3 inhibitors
COCC(=O)Nc1nc(-c2ccccc2)c(C)s1 | -1.9% | -14%
Cn1c(SCC(=O)NC2CCCC2)nnc1-c1ccc(S(=O)(=O)N2CCOCC2)cc1 | 4.9% | -6%
NC1=NC(=O)C(CC(=O)Nc2ccc([N+](=O)[O-])cc2)S1 (stereo not given) | 1.5% | -2%
O=C(Nc1cccc2ccccc12)C1(c2ccccc2)CC1(Cl)Cl (stereo not given) | -3.5% | 3%

Going on with the list:
SMILES | Hsp70 inhibitors | Rat MKP-3 inhibitors
Cc1ccccc1OCc1nnc2c3cnn(C)c3ncn12 | -4.5% | -3%
CC(C)CC(=O)NCC(C)NC(=O)CC(C)C (stereo not given) | 0.0% | -13%
Cc1ccc(OCC(=O)Nc2ccc(Cl)cn2)c(C)c1 | 4.5% | 0%
CCOc1ccccc1NC(=O)c1c(NC(=O)Cc2ccc(OC)cc2)sc2c1CCC(C)C2 (stereo not given) | 3.9% | 2%
O=C(c1ccco1)N1CCN(CC(=O)N2c3ccccc3CCc3ccccc32)CC1 | -2.3% | 6%
O=C(O)Cn1c(SCc2cccc3ccccc23)nc2ccccc21 | 3.3%&-0.5% | 0%
CC(=O)c1c(C)[nH]c(C)c1C(C)=O | 6.3% | -3%
Cc1ccc(C(=O)NN2C(=O)C3C4C=CC(C5CC45)C3C2=O)cc1 (stereo not given) | -102% | -3%
CC(C)Cc1cc(-c2ccc(Cl)cc2)c(C#N)c(N)n1 | -4.0% | 0%
CCC(C(=O)N1CCN(S(C)(=O)=O)CC1)c1ccccc1 (stereo not given) | 9.5% | -21%
CCCCCC(=O)Nc1ccc(N2CCN(S(C)(=O)=O)CC2)cc1 | 2.3% | 0%
COc1ccc(N(C(C)C(=O)N/N=C/c2cccnc2)S(C)(=O)=O)cc1 (stereo not given) | 0.9% | 0%
CC(C)(C)C(=O)Nc1cccc(C(=O)Nc2c[nH]c(=O)[nH]c2=O)c1 | 1.6% | -1%
CCC12CN3CC(CC)(CN(C1)C3c1ccc(Br)cc1)C2=O (stereo not given) | -3.9% | 0%
Cc1ccc(S(=O)(=O)NC(=O)OC(c2ccccc2)C(F)(F)F)cc1 (stereo not given) | -2.2% | 1%
Cc1ccc2[nH]c(=O)c(C(=O)/C=C/c3ccccc3Cl)c(-c3ccccc3)c2c1 | 0.0% | 16%
COc1ccc(NC(=O)COc2ccc3ccccc3c2)cc1OC | 3.1% | 1%
COc1ccc(NC(=O)C(=O)NCCCO)cc1Cl | 0.2% | -2%
CCOc1ccc(Nc2nc3c(c(=O)[nH]2)CCCC3)cc1 | 0.2% | -4%
CCCN1C(=O)c2ccccc2NC1c1ccc(Cl)c(Cl)c1 (stereo not given) | -0.7% | 3%
Cc1cc(NCCCn2ccnc2)n2ncc(-c3ccccc3)c2n1 | -2.2% | -1%
CCOC(=O)C1CCN(C(=O)CCCOc2ccccc2)CC1 | x | 5%
COc1ccc(CNc2oc(-c3cccc4ccccc34)nc2C#N)cc1 | -4.0% | -4%
Clc1ccccc1CSc1ncccn1 | -1.0% | -1%
CCCC(=O)Nc1ccccc1-c1nnc(SC)[nH]c1=O | -0.7% | -4%
COc1cc(C2NC(=O)NC(c3ccccc3)=C2C(C)=O)ccc1OCC#N (stereo not given) | 5.5% | -8%
CCOC(=O)C(C(C)=O)C(c1ccc(OC)cc1)C(C(C)=O)C(=O)OCC (stereo not given) | -7.0% | 3%
Cc1ccccc1NC1=C(Cl)C(=O)N(c2cccc(C)c2C)C1=O | 0.0% | 2%
O=C(c1cc2nc(-c3ccc([N+](=O)[O-])cc3)cc(C(F)(F)F)n2n1)N1CCc2ccccc2C1 | -0.2% | 5%
CCc1ccccc1NC(=O)c1cc2ncc(Br)cn2n1 | 3.1% | x
O=C(C1CCCCC1)N(Cc1ccccc1)c1ccccn1 | -2.7% | -2%
O=C(CCCSc1nc(-c2ccco2)cc(C(F)(F)F)n1)Nc1ccc2c(c1)OCO2 | 4.8% | -11%
CCOC(=O)N1CCC(NC(=O)Cn2nc(-c3ccccc3)ccc2=O)CC1 | 5.3% | -6%
CCOc1ccc2nc(Nc3nc(C)c(C)c(=O)[nH]3)nc(C)c2c1 | 2.3% | 1%
C/C(=N/NC(=O)CNc1ccc(C)cc1)c1ccc([N+](=O)[O-])cc1 | 2.6% | 0%
CN(Cc1ccccc1)c1oc(COc2ccccc2F)nc1C#N | -1.7% | 0%
CC(C)(C)c1cc(C(=S)N2CCOCC2)cc(C(C)(C)C)c1O | 1.2% | 2%
COCCNC(=O)CN(c1ccccc1F)S(=O)(=O)c1ccc(C)cc1 | -7.4% | 1%
Nc1nonc1C(=O)NCCNC(=O)c1cccs1 | -4.5% | -5%
Nc1cc(C(=O)OCC(=O)N2CCCC2)ccc1Cl | -3.4% | -9%
COC(=O)NNC(=O)c1cc(OC)c(OC)c(OC)c1 | 3.3% | -2%
O=C(NN=C1CCC(=NNC(=O)c2ccccc2Cl)CC1)c1ccccc1Cl | -2.0% | 1%
O=c1cc(CSc2nc3ccccc3[nH]2)c2ccccc2[nH]1 | 2.5% | x
CCCCn1c(NC(=O)CC)c(C#N)c2nc3ccccc3nc21 | -12% | 14%
CCOC(=O)c1c(C)oc2ccc(OCc3ccccc3F)cc12 | -1.6% | 3%
O=c1c2ccccc2c(-c2ccc(F)cc2)nn1-c1cc(Cl)ccc1[N+](=O)[O-] | 3.6% | 7%
C=CCn1c(SCC(=O)Nc2ccccc2OC)nc(O)c(CC)c1=O | -1.0% | -14%
COc1ccccc1C(=O)Nc1ccc(S(=O)(=O)Nc2cc(C)on2)cc1 | -3.8% | 3%
COc1cc(NC(=O)c2cccs2)c(OC)cc1NC(=O)CCn1nnc2ccccc21 | 3.6% | 2%
COc1ccc(N(CC(=O)Nc2ccc3ccccc3c2)S(=O)(=O)c2ccc(C)cc2)c(OC)c1 | -3.6% | -5%
The results go on:
SMILES | Hsp70 inhibitors | Rat MKP-3 inhibitors
O=C(O)c1ccc(NCCC(=O)c2ccccc2)cc1 | -0.4% | 1%
COc1cc(C(=O)NCc2ccncc2)cc(OC)c1OC | 2.0% | -4%
COCC(=O)N(Cc1cc2cc(OC)ccc2[nH]c1=O)c1ccccc1 | -0.6% | 1%
COc1cccc(N2CCN(C3CCCC(C)C3)CC2)c1 (stereo not given) | 3.2% | -4%
O=C(NCCC1=CCCCC1)C1CCN(C(=O)Nc2ccccc2)CC1 | -1.5% | 2%
COc1ccc(C(C)NC(=O)C2CCCO2)cc1OC (stereo not given) | -4.4% | -6%
O=C(COC(=O)c1ccc(N2C(=O)c3ccccc3C2=O)cc1)COC(=O)c1ccc(N2C(=O)c3ccccc3C2=O)cc1 | 6.6% | -1%
O=C(O)C1CCCN(S(=O)(=O)c2ccc(Br)cc2)C1 (stereo not given) | -0.2% | x
CCOc1ccc(NC(=O)c2cccc(-c3ccc(OC(C)=O)cc3)c2)cc1 | 1.2% | -1%
O=C1/C(=C/c2ccc(Br)o2)SC(=S)N1c1ccccc1 | 0.1% | -1%

Exported tab-delimited: 5 of the compounds above.
structure	Hsp70 inhibitors	Rat MKP-3 inhibitors
C=CCn1c(SCC(=O)Nc2ccccc2OC)nc(O)c(CC)c1=O	-1.0%	-14%
COc1ccccc1C(=O)Nc1ccc(S(=O)(=O)Nc2cc(C)on2)cc1	-3.8%	3%
COc1cc(NC(=O)c2cccs2)c(OC)cc1NC(=O)CCn1nnc2ccccc21	3.6%	2%
COc1ccc(N(CC(=O)Nc2ccc3ccccc3c2)S(=O)(=O)c2ccc(C)cc2)c(OC)c1	-3.6%	-5%
O=C(O)c1ccc(NCCC(=O)c2ccccc2)cc1	-0.4%	1%

Continuation.
SMILES | Hsp70 inhibitors | Rat MKP-3 inhibitors
CC(C)Oc1ccc(NC(=O)C23CC4CC(CC(C4)C2)C3)cc1 | 5.0% | -2%
CC(C)(C)c1cc(C2=C(Cl)C(=O)c3ccccc3C2=O)cc(C(C)(C)C)c1O | 0.2% | 1%
CCCCCOC(=O)Cn1c(=O)c2c(nc(N3CCOCC3)n2C)n(C)c1=O | -2.8% | x
CCC(=O)Nc1ccc(-c2nnc(-c3ccccc3)o2)cc1 | -0.6% | -6%
COC(=O)c1c(NC(=O)CSc2nc3c(c(=O)n(C)c(=O)n3C)n2C(C)C)sc(C)c1C | -0.6% | -15%
CCOc1ccc(OCC)c(NC(=O)CC2Oc3ccccc3NC2=O)c1 (stereo not given) | -1.7% | 0%
N/C(=N\OC(=O)COc1ccc2ccccc2c1)c1cccnc1 | -3.0% | 1%
Cc1cc(C)c(NC(=O)CSc2nc3ccc(NC(=O)CSc4nnnn4Cc4ccccc4)cc3s2)c(C)c1 | -3.1% | x
COc1ccc(C2CC(C(F)(F)F)n3nc(C(=O)Nc4c(C)n(C)n(-c5ccccc5)c4=O)c(Cl)c3N2)cc1 (stereo not given) | 0.3% | 3%
O=C(CCN1C(=O)C2C3C=CC(C3)C2C1=O)NCCc1ccccc1Cl (stereo not given) | -1.0% | -18%
COc1ccc(C(=O)n2nnc3ccccc32)cc1Br | 1.6% | 4%
O=c1n(Cc2ccccc2Cl)c2sc3c(c2c2ncnn12)CCCC3 | -6.8% | -4%
CCOC(=O)C1=C(O)/C(=C/c2ccc(OCC)cc2)SC1=Nc1ccccc1 | -0.7% | 2%
Brc1ccc2[nH]cc(-c3nnc4ccc5ccccc5n34)c2c1 | -4.4% | 6%
COc1ccc(N(CC(=O)Nc2ccc(S(=O)(=O)N3CCCCC3)cc2)S(C)(=O)=O)cc1OC | -0.8% | x
CN(c1ccccc1)c1ccc(C=C2C(=O)NC(=O)NC2=O)cc1 | -3.7% | -2%
CNC(=O)c1ccc(CNC(=O)OCC(F)(F)F)cc1 | -5.0% | x
O=C1C2C3C=CC(C4CC34)C2C(=O)N1CCc1ccccc1 (stereo not given) | 1.7% | 4%
COCC(=O)OCC(=O)Nc1cc(C(C)(C)C)nn1-c1ccccc1 | 3.9% | x

Screening results deposited in PubChem by Sanford-Burnham Center for Chemical Genomics.
